Source: PubChem BioAssay
14-3-3 PPI = alters human 14-3-3 gamma binding to Raf peptide; FP, 14-3-3gamma / TMR-pS259-Raf peptide binding; inhibition, % at 40 µM; 160,000 tested, 0.19% active; in the data active = inhibition above about 30%;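 also: 0% = protein plus tracer without compound and 100% = blank with tracer alone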
Target sequence (P61981 whole entry, looked up): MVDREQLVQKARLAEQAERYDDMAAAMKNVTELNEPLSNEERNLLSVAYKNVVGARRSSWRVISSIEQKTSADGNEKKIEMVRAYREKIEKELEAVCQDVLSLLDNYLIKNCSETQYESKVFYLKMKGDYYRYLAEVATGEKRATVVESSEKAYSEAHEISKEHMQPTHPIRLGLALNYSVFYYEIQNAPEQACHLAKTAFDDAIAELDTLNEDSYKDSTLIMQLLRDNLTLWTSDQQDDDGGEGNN
Starred values were filed as active, the others as inactive; & = joins results of further samples.

Start of the listing, in advance:
SMILES	14-3-3 PPI
O=C(CN(Cc1ccccc1)S(=O)(=O)c1ccc(Br)cc1)N1CCN(c2ccccc2)CC1	3
CCC(=O)N1CCc2cc(Br)cc(S(=O)(=O)CCC(=O)Nc3cccc(F)c3)c21	3
COc1ccc(CCNC(=O)C2CCN(S(=O)(=O)N3CCOCC3)CC2)cc1OC	-11&-1

Results, previewed entries included:
SMILES	14-3-3 PPI
O=C(CN(Cc1ccccc1)S(=O)(=O)c1ccc(Br)cc1)N1CCN(c2ccccc2)CC1	3
CCC(=O)N1CCc2cc(Br)cc(S(=O)(=O)CCC(=O)Nc3cccc(F)c3)c21	3
COc1ccc(CCNC(=O)C2CCN(S(=O)(=O)N3CCOCC3)CC2)cc1OC	-11&-1
CCCCC(C(=O)O)C(C)CC(=O)Nc1cccc(C(=O)O)c1 (stereo unspecified)	-5
O=C(O)Cn1cc(-c2ccccc2)nn1	5
Cc1cccn2c(=O)c3cc(C#N)c(=O)n(Cc4cccnc4)c3nc12	-17
CCCCOc1ccc(N2C(=O)CC(N3CCOCC3)C2=O)cc1 (stereo unspecified)	-3
O=C(CSc1nnnn1-c1cccc(O)c1)Nc1ccccc1	-6
O=C(Nc1ccccc1N1CCOCC1)c1ccc(Br)o1	12
O=C(CSc1nnc(CNc2ccc(Cl)cc2)o1)Nc1nc2ccccc2s1	-12
O=C(NCCOc1ccccc1Cl)c1ccc(CSC2CCCCC2)cc1	-1
O=S(=O)(Nc1ccccc1)N1CCCCC1	-4
CC(=O)N(c1ccc(Br)cc1)C1C=CS(=O)(=O)C1 (stereo unspecified)	4
O=C1c2ccccc2C(=O)N1CC(O)Cn1nnc2ccccc21 (stereo unspecified)	-7&-1
O=c1cc(O)n(-c2ccccc2F)c(=S)[nH]1	-30
O=S(=O)(NCc1ccccn1)c1ccc(Br)s1	-12
COc1ccc(C2/C(=C(\O)c3ccc(C)cc3)C(=O)C(=O)N2CC(C)C)cc1OC (stereo unspecified)	-5
COc1ccc(-c2nc(Nc3ccccc3F)c3ccccc3n2)cc1OC	0
O=C(CCn1c(=O)[nH]c2ccsc2c1=O)NCCc1ccccc1Cl	-3
CCC(=O)Nc1cccc(-c2nc3cc(C)c(C)cc3o2)c1C	-17
O=C(NCc1ccc(N2CCCC2=O)cc1)c1cn(Cc2ccccc2)nn1	5
Cc1ccc2nc(SCc3nc4cccc(C)n4c3Br)[nH]c2c1	-18
Cc1ccnc(NS(=O)(=O)c2ccc(NC(=O)c3cc(-c4ccccc4)nc4ccccc34)cc2)n1	-6
O=C(c1cc(N2C(=O)C3C4CCC(C4)C3C2=O)ccc1Cl)N1CCCCCC1 (stereo unspecified)	11
CCOc1ccc(-n2c(SCc3ccccc3F)nc3c(c2=O)SCC3)cc1	-7
Nn1c(SCC(=O)Nc2cccc(F)c2)nnc1C1CCCCC1	-1
CCOc1ccc(NC(=O)CN(c2cc(C)cc(C)c2)S(=O)(=O)c2c(C)noc2C)cc1	-4
COc1cc(OC)cc(-n2nc(C(=O)N3CCCCC3)c3ccccc3c2=O)c1	-7
COc1ccc(C(CC(=O)O)NC(=O)COc2ccccc2)cc1 (stereo unspecified)	-6
COc1ccccc1-n1c(N)c(C(=O)NCc2ccccc2)sc1=S	3
CC12CN3CC(C)(CN(C1)C3c1ccc(Cl)cc1Cl)C2O (stereo unspecified)	-4
COC(=O)c1cc(C(=O)N2CCN(Cc3ccccc3)CC2)cc([N+](=O)[O-])c1	3
Cc1cccc(CN2CCN(CC(=O)NC3CCC(C)CC3)C2=O)c1 (stereo unspecified)	7
O=[N+]([O-])c1ccc(N2CCCCC2)cc1NCCCO	-10
COC(=O)c1ccccc1NC(=O)CSc1ccccc1	-1
O=C(Nc1ccc(O)c(-c2nc3ccccc3s2)c1)c1ccc([N+](=O)[O-])o1	-14
Cc1ccc(NC(=O)CN(c2cccc(C)c2C)S(=O)(=O)c2ccccc2)cc1Cl	-7
COc1cc(NC(=O)c2cc3n(n2)C(C(F)(F)F)CC(c2ccc(Br)cc2)N3)cc(OC)c1OC (stereo unspecified)	2
COc1cccc2c1NC(c1ccc(Cl)cc1)C1CC=CC21 (stereo unspecified)	-138
Cc1cc(Cl)c(S(=O)(=O)N2CCSCC2)cc1OCC(N)=O	-1
CCc1c(C)c(C#N)c2nc3ccccc3n2c1NC1CCCCC1	-2
CCOCCn1c(SC)nc2c1c(=O)[nH]c(=O)n2C	-7&2
CC(C)(C)n1nc2c(c1NC(=O)Cc1ccccc1)CSC2	1
O=C1C=CC(=O)N1c1ccc(Br)cc1	-18
Clc1ccc(-c2nc(NCc3ccco3)c3ccccc3n2)cc1	-36
O=C(Nc1ccccc1I)c1ccccc1Br	-2
O=C(NCCc1ccccc1)c1cnc2sccn2c1=O	0
CC(C)n1c2ccccc2c2nnc(SCC(=O)Nc3cccc(C(F)(F)F)c3)nc21	-25
Cc1ccc(C2N(c3ccc(Cl)c(Cl)c3)C(=O)C3CCCN32)o1 (stereo unspecified)	-6
Cc1ccc(C(=O)Nc2c3c(nn2C(C)(C)C)CSC3)cc1C	-11
(continued)
SMILES	14-3-3 PPI
CCSc1nc2c(cnn2-c2ccccc2)c(=O)[nH]1	-2
CCCCCCn1c(NCC)nc2c1c(=O)[nH]c(=O)n2C	5
COc1ccc(OC)c2[nH]c(=O)c(CCNS(=O)(=O)c3ccc(Br)cc3)cc12	-3
C=CCn1c(=O)c(C(=O)Nc2nc3ccc(C)cc3s2)c(O)c2ccccc21	0
CC1(C)NC(=O)N(CC(O)COc2ccc(-c3ccc(C#N)cc3)cc2)C1=O (stereo unspecified)	-3
Cc1ccc(-n2nc3c(c2NC(=O)Cc2ccc(F)cc2)CS(=O)C3)cc1 (stereo unspecified)	-6
Nc1ccc(C(=O)OCCCc2nc3ccccc3[nH]2)cc1	-8&0
COc1ccc(C2CC(=O)NC3=C2C(=O)CCC3)cc1Cl (stereo unspecified)	3
CC1(C)CC(=O)C2=C(C1)Nc1nc(SCc3ccccc3F)[nH]c(=O)c1C2c1ccncc1 (stereo unspecified)	-8
CCOC(=O)N1CCN(c2ccc(Cl)c(Cl)c2)CC1	-9
C=CCSC1=N/C(=C\C=C\c2ccco2)C(=O)S1	-22
COc1ccc(-n2nc3c(c2NC(=O)c2cccc(OC)c2)CS(=O)(=O)C3)cc1	0
COc1ccc2nc(NC(=O)C3c4ccccc4C(=O)N(C)C3c3c[nH]c4ccccc34)sc2c1 (stereo unspecified)	-9
NC(=O)CNC1CC(=O)N(c2ccc(Br)cc2)C1=O (stereo unspecified)	-8
COc1ccc(C(=O)NCc2cccc3ccccc23)cc1[N+](=O)[O-]	-18
CCc1ccc(NC(=O)c2cccc(N3C(=O)NC4CC3(C)Oc3ccccc34)c2)cc1 (stereo unspecified)	3
Cc1cccc(C(=O)OCc2ccc([N+](=O)[O-])cc2)c1	-2
Cc1ccc(-n2nc3c(c2NC(=O)c2c(-c4ccccc4Cl)noc2C)CS(=O)(=O)C3)c(C)c1	-1
CCCC(=O)Nc1ccc(NC(=O)CCc2ccccc2)cn1	-13
CN(Cc1ccccc1)C(=O)c1cc2c(=O)n3ccccc3nc2s1	-3

7 entries already listed, sorted by their value in 14-3-3 PPI, largest number first:
SMILES	14-3-3 PPI
CCc1ccc(NC(=O)c2cccc(N3C(=O)NC4CC3(C)Oc3ccccc34)c2)cc1 (stereo unspecified)	3
COc1ccc(-n2nc3c(c2NC(=O)c2cccc(OC)c2)CS(=O)(=O)C3)cc1	0
Cc1ccc(-n2nc3c(c2NC(=O)c2c(-c4ccccc4Cl)noc2C)CS(=O)(=O)C3)c(C)c1	-1
Cc1cccc(C(=O)OCc2ccc([N+](=O)[O-])cc2)c1	-2
CN(Cc1ccccc1)C(=O)c1cc2c(=O)n3ccccc3nc2s1	-3
CCCC(=O)Nc1ccc(NC(=O)CCc2ccccc2)cn1	-13
C=CCSC1=N/C(=C\C=C\c2ccco2)C(=O)S1	-22

Continuation.
SMILES	14-3-3 PPI
COCCCNC(=O)c1cc2c(=O)n(C)c3ccccc3c2n1C	0
CC(C)Cn1cc(F)c(=O)n(CC(C)C)c1=O	-3
COc1ccc(OCC(=O)Nc2ccc(S(=O)(=O)N3CCCC3)cc2)cc1	-10
C=CCOC(=O)C1=C(C)Nc2nc3ccccc3n2C1c1cccc(OC)c1 (stereo unspecified)	-4
O=C(c1nn2c(C(F)(F)F)cc(-c3ccco3)nc2c1Br)N1CCCc2ccccc21	-10&-12
Cc1ccc(N(CC(=O)Nc2cccc(Cl)c2C)S(=O)(=O)c2ccccc2)cc1Cl	4
CCC(C)NC(=O)C1CC(=O)N(C2CCCCC2)C1 (stereo unspecified)	7
N#Cc1nc2[nH]c3ccccc3c2nc1C#N	-12
COCCOC(=O)C1=C(C)NC2=C(C(=O)CCC2)C1c1ccc2c(c1)OCO2 (stereo unspecified)	2&4
CCN1CCN(C(c2cccs2)C(C)NS(=O)(=O)c2ccc(Br)cc2)CC1 (stereo unspecified)	-6
O=C(CSc1c2c(nc3ccccc13)CCCC2)N1CCCC1	-2
Cc1ccccc1CS(=O)(=O)c1ccc(C(=O)N2CCC(C)CC2)cc1[N+](=O)[O-]	-4
O=CNC1CCCc2c1[nH]c1ccc(Cl)cc21 (stereo unspecified)	-3
COc1ccc(/C=N/n2cnnc2SCc2ccc(OC)cc2)cc1	-1
CCS(=O)(=O)N1CCC(C(=O)NC2CCCCCC2)CC1	3
Cc1cccc(-n2nc3c(c2NC(=O)c2cccc([N+](=O)[O-])c2)CS(=O)(=O)C3)c1C	-1
CCOC(=O)COc1ccc2oc(-c3ccccc3)c(C(=O)OCC)c2c1	1
CCOc1cccc(C(=O)Nc2cccnc2)c1	-2
O=C(NCc1ccc(F)cc1)c1ccc(CSCc2ccccc2Cl)o1	-3
CC1CCN(S(=O)(=O)c2ccc3c(c2)N(CC(=O)NCCCN2CCCC(C)C2)C(=O)CS3)CC1 (stereo unspecified)	-8

Nothing new here: 2 of the compounds above.
SMILES	14-3-3 PPI
O=C(CSc1c2c(nc3ccccc13)CCCC2)N1CCCC1	-2
Cc1ccccc1CS(=O)(=O)c1ccc(C(=O)N2CCC(C)CC2)cc1[N+](=O)[O-]	-4

Further records.
SMILES	14-3-3 PPI
CC1=C(C)SC(=C(C#N)c2nnc(N3CCOCC3)n2-c2ccccc2)S1	1
CCN1C(=O)c2ccccc2Sc2ccc(C(=O)NCc3ccc(C)cc3)cc21	2
Cc1ccc(-n2ncc3c(=O)[nH]c(SCC(=O)Nc4ccc5c(c4)OCO5)nc32)cc1C	-71
O=C(Nc1nc2c(s1)C(=O)CCC2)c1ccccc1	-9
COc1ccc(-c2ccc(C3Nc4ccc5ccccc5c4C4=C3C(=O)CC(C)(C)C4)o2)c([N+](=O)[O-])c1 (stereo unspecified)	-11
CCN1CCN(CCCNC(=O)Cn2cc3c(n2)CCCC3)CC1	-3
O=C(c1ccco1)N1CCN(C(=O)c2oc(=O)c3ccccc3c2-c2ccccc2)CC1	3
O=C(c1cccc(F)c1)N1CCN(C(=O)C2CC2)CC1	0
O=C(c1cc2nc3c(c(C(F)(F)F)n2n1)CCc1ccccc1-3)N1CCN(Cc2ccccc2)CC1	-2
COc1ccc(Cl)cc1-c1nc(-c2ccc(Br)o2)no1	-4
COC(=O)C1=C(N)OC2=C(C(=O)CCC2)C1c1ccc(OCc2ccccc2)cc1 (stereo unspecified)	1
CCOC(=O)c1sc(NC(=O)c2ccccc2C)c(C(=O)OCC)c1C	-6
COc1cccc(C2NC(CCSC)(C(=O)O)C3C(=O)N(C(C)C)C(=O)C23)c1O (stereo unspecified)	7
O=c1c2c(-c3ccccc3)csc2nc2n1CCC2	-3
C#CCSc1nnc2nc(C)cc(C)n12	-5
CCCCn1c(CN2CCN(C(=O)OCC)CC2)nc2c1c(=O)n(C)c(=O)n2C	-6
Cc1cnc(C(=O)OCC(=O)NC(=O)NC(C)C)cn1	-1
CCCCC(=O)NC(C=Cc1ccccc1)c1cc([N+](=O)[O-])c2cccnc2c1O (stereo unspecified)	-104
CCOCCOC(=O)C1=C(C)NC2=C(C(=O)CC(c3cccs3)C2)C1c1ccc(Cl)cc1 (stereo unspecified)	-5
Cc1nc2ccc(NC(=O)c3ccc([N+](=O)[O-])cc3)cc2s1	-5
CC1=C(C(=O)OCC2CCCO2)C(c2cccc(Cl)c2)C2=C(CC(C)(C)CC2=O)N1 (stereo unspecified)	3
C=CCn1c(SCC(=O)Nc2sccc2C(N)=O)nc2sc(C)c(C)c2c1=O	0
CCN(C(=O)CCS(=O)(=O)c1cc(Br)cc2c1N(C(=O)C1CC1)CC2)c1ccc(F)cc1	-4
COc1ccc2oc(=O)c(-c3nnc(-c4ccc(C)cc4)o3)cc2c1	-10
CC(=O)NC1C(=O)N=C(SCC(=O)Nc2ccc(C(F)(F)F)cc2Cl)NC1=O (stereo unspecified)	1
CC(C)c1ccc(OC(=O)NCCO)cc1	-13
CCCOC(=O)C1=C(C)N(CC)C(=O)NC1c1ccccc1[N+](=O)[O-] (stereo unspecified)	-2
CCCS(=O)(=O)N1CCN(C(=O)COc2ccc(OC)cc2)CC1	-366
CN(CC(=O)N1CCN(C2CCCCC2)CC1)S(=O)(=O)c1cccc2nsnc12	-2&-4
CCOC(=O)C1=C2c3cc(OC)c(OC)cc3CC(C)(C)N2C(=O)C1=O	-11
Cc1cccc(NC(=O)c2sc3nc(-c4ccccc4)cn3c2C)n1	8
Cn1nc(-c2ccc(N3CCOCC3)c(NC(=O)COc3ccccc3)c2)c2ccccc2c1=O	-6&-17
O=C(CSc1ncccc1C(=O)O)Nc1cccc(Cl)c1	-3
COc1cc(OC)cc(OCC(O)Cn2ccnc2)c1 (stereo unspecified)	3
O=C1CCCN1C(=O)CN1CCCCCC1	-8
Cc1ccsc1C(=O)OCC(=O)N1CC(=O)Nc2ccccc21	0
O=S(=O)(c1ccccc1)N1CCN(Cc2cccc(Oc3ccccc3)c2)CC1	1
CCCCSc1nnc2c(n1)OC(CC)Nc1ccc(Br)cc1-2 (stereo unspecified)	-35
CN1CCN(C(=O)c2cc3ccccc3c(=O)o2)CC1	12
CCOC(=O)c1c(C)oc2ccc(NS(=O)(=O)c3ccc(Br)cc3)cc12	-8

The list is partial; count on the stated rates, not on these rows.
